RT RNaseH block – blocks HIV-1 RNase H cleavage of RNA/DNA duplex | P04585 | RT-RNase H RNA/DNA duplex cleavage, fluorescence | inhibition, % at 10 µM | actives 1.9% (n = 65,000); in the data active = inhibition above about 50%
RmlC RmlD mix – inhibitors of RmlC and RmlD coupled enzymes; RmlC/RmlD coupled enzyme inhibition, 384-well mixture HTS; inhibition, % at 5.5 µM; actives 0.39% (n = 110,000); AID 1532; in the data active = inhibition above about 30%, passing the limit was not always enough; inconclusive = no clear call, values can overlap the other calls; also: strong numbers were not always called active
* hit, by the source's call; u = inconclusive; x = not tested or not shown.

Every second line gives: RT RNaseH block, RmlC RmlD mix
CC12CCC(C(=O)N(Cc3ccccc3)Cc3ccccc3)(OC1=O)C2(C)C (stereo unspecified)
  x, 3
O=C(Nc1ccccc1)Nc1cc(Cl)cc(Cl)c1
  x, 6
COc1ccccc1C(=O)NC(C)C(c1cccs1)N1CCOCC1 (stereo unspecified)
  -12, -12
COCc1cc(C)nc(SCC(=O)NCc2ccco2)c1C#N
  -10, -9
Cc1cc(C)cc(-n2nnnc2SCC(=O)Nc2cccc(NC(=O)c3ccco3)c2)c1
  -19, 5
O=C(OCC#CCSc1nc2ccccc2o1)c1ccco1
  -60, -14
NC(=O)CC(NC(=O)OCc1ccccc1)C(=O)O (stereo unspecified)
  -8, 9
N#Cc1c(-c2cccs2)cc(-c2cccnc2)nc1N
  -16, 47
Cc1ccc(-n2ncc(C#N)c2/N=C/N2CCOCC2)cc1
  -3, 5
CN(C)/C=C1\C(=O)N(c2ccc(Cl)cc2)CS1(=O)=O
  x, 8
Cc1cc(C)c(S(C)(=O)=O)c(Oc2ccccc2C)n1
  x, 2
O=C(CSc1nc(Nc2ccccc2)nc(N2CCOCC2)n1)Nc1ccc([N+](=O)[O-])cc1
  x, 9
O=C(O)CN1C(=O)Nc2ccc(Br)cc2C1c1ccccc1 (stereo unspecified)
  -11, x
CSC1=N/C(=C\C=C\c2cccs2)C(=O)S1
  -15, -8
COc1cccc(NC(=O)COC(=O)c2c(-c3ccccc3)noc2C)c1
  x, 8
Nc1nonc1-c1noc(-c2ccccc2Br)n1
  -14, 4
CC(=O)Oc1ccc2oc(C)c(C(=O)N3CCOCC3)c2c1
  1, 4
CCCN(Cc1cc2ccc(C)cc2[nH]c1=O)C(=O)c1ccccn1
  37, 8
N/C(Cc1ccc(Cl)cc1)=N\OC(=O)c1ccccc1
  x, 107
CCCn1c(SCC(=O)Nc2cccc(C)n2)nnc1-c1ccco1
  -5, x
Cc1ccc(NC(=O)CSc2nc3c(c(=O)[nH]2)CCC3)cc1C
  -15, 7
COc1ccc2nc(NC3=NCCC3)sc2c1
  -20, 6
COc1ccc(C(c2nnnn2C2CCCC2)N2CCN(C3CCCC3)CC2)cc1OC (stereo unspecified)
  -5, 2
CCn1c2ccccc2c2cc(NC(=O)C(C)Oc3ccc(OC)cc3)ccc21 (stereo unspecified)
  x, 13
CCN(CC(O)Cn1c2ccccc2c2ccccc21)S(=O)(=O)c1ccc(C)cc1 (stereo unspecified)
  x, -11
COc1nc(NCCN2CCOCC2)nc(Nc2ccccc2)n1
  -9, 9
COc1ccc(-c2csc(NC(CO)c3nc4ccccc4n3Cc3ccc(C)cc3)n2)cc1 (stereo unspecified)
  x, 3
Cc1nc(C)c(C(=O)C2=C(O)C(=O)N(CCCn3ccnc3)C2c2ccccc2)s1 (stereo unspecified)
  -1, -1
O=C(Nc1cccc2cccc(NC(=O)c3ccco3)c12)c1ccco1
  47, 10
Cc1ccc(Nc2cccccc2=O)cc1
  -16, x
CN(c1ccc(OCC(=O)NC2CCCC2)cc1)S(=O)(=O)c1cccs1
  x, 9
O=C(CSc1nnc(-c2ccccc2F)o1)OCc1ccccc1
  -39, 9
O=C(CN1CCSCC1)N/N=C/c1ccccc1F
  x, 36
COCC(C)NCc1cccc(C)c1 (stereo unspecified)
  x, -13
COC(=O)C(=O)Nc1nnc(COc2ccccc2)s1
  x, 10
COc1ccc(CNC(=O)C2CC(c3cccc(OC)c3)=NO2)cc1 (stereo unspecified)
  -1, 7
CCOC(=O)c1cccc(NC(=O)CSc2nc3cccnc3n2C)c1
  -21, 2
O=C(CNCC1CCCO1)N1CCCc2ccccc21 (stereo unspecified)
  -6, 10
CCCN1C(=O)C(O)(C2CC(=O)CC(C)(C)O2)c2ccccc21 (stereo unspecified)
  -5, -11
O=C(CSc1n[nH]c(-c2cccs2)n1)NCc1ccc2c(c1)OCO2
  x, 6
O=C(O)CN1C(=O)C2C3C=CC(C3)C2C1=O (stereo unspecified)
  -6, 5
COC(=O)c1ccc(NC(=O)CSc2nc(C)cc(=O)[nH]2)cc1
  x, -5
O=C(Nc1ccccc1-c1nnn(CC(=O)N2CCN(c3ccccc3)CC2)n1)c1cccs1
  -15, -11
CCOC(=O)C(NC(=O)c1ccccc1)(Nc1nnc(C)s1)C(F)(F)F (stereo unspecified)
  x, 4
Cc1nc2ccccc2n1CC(=O)N/N=C\c1ccccn1
  x, -12
CC(C)Cc1nc(N2CCOCC2)c(C#N)c2c1COC(C)(C)C2
  -1, -2
Oc1ccccc1C(=S)N1CCCCCC1
  38, 4
COc1cccc(C(=O)NCc2ccc(-c3nc4ccccc4s3)cc2)c1
  x, -3
CC(=O)Oc1ccc2cc(-c3nc4ccccc4n3C)c(=O)oc2c1
  -2, x
CCOC(=O)CN1N=C(/C=C/c2ccccc2)CCC1=O
  x, 3

(further entries)
Every second line gives: RT RNaseH block, RmlC RmlD mix
CCOC(=O)CC1=Nc2ccccc2NC(=O)C1
  -12, -2
COc1ccc(NC(=O)CSc2nnc(Cc3cccs3)n2-c2ccc(C)cc2)cc1
  x, -11
N[C@@H](Cc1ccc(O)cc1)c1nnc([C@H](CCC(=O)O)NC(=O)C2CCNCC2)o1
  x, 8
O=C(c1ccccc1)c1nc[nH]c1C(=O)Nc1ccccn1
  13, 5
Cc1ccccc1NS(=O)(=O)c1ccc(OCC(=O)N2CCCCC2)cc1
  x, -23
[N-]=[N+]=CC(=O)CCCN1C(=O)c2ccccc2C1=O
  -1, 12
O=C(CN1CCN(c2ccccc2F)CC1)Nc1ccccc1F
  -5, -13
Cc1ccc(CNc2nc(C)nc3sc4c(c23)CCC4)cc1
  x, 20
CCCCN(C)CCC(=O)Nc1ccc(OC)cc1OC
  4, 8
N#CCc1nc2n(n1)Cc1ccccc1-2
  2, 16
CCCCNC(=O)c1ccc2c(=O)n(CCCOCC)c(=S)[nH]c2c1
  x, 19
O=C(Nc1nccs1)c1ccc(COc2ccc(F)cc2)o1
  -14, 12
CCC(=O)Nc1nnc(SCC(=O)Nc2ccc(F)cc2)s1
  2, 0
O=C(COc1nsnc1N1CCOCC1)N1CCOCC1
  -25, 4
CCn1cc(C2=NOC(C(=O)Nc3ccccc3C(=O)OC)C2)c(C)n1 (stereo unspecified)
  -8, -6
O=C(COC(=O)c1cc(S(=O)(=O)N2CCOCC2)ccc1Cl)Nc1ccc2c(c1)OCO2
  -16, -14
COc1ccc(OC)c2c1CC(C)(C)NC2=O
  -12, 3
CCCc1nc2ccccc2c(C(=O)OCC(=O)c2ccc3c(c2)NC(=O)CO3)c1CC
  x, 5
CN(C)c1ccc(N/C=C/C(=O)c2ccco2)cc1
  x, -9
CCN1CCN(c2ncnc3c2cnn3-c2ccccc2)CC1
  -4, 7
CCC(=O)Nc1ccc(N2CCN(Cc3ccccc3)CC2)cc1
  -6, -11
O=C(Nc1ccc2nc(-c3cccs3)c(-c3cccs3)nc2c1)N1CCOCC1
  3, -205
COC(=O)C(C)Sc1nc2c(c(=O)n1-c1ccccc1)SCC2 (stereo unspecified)
  -8, -12
CCCCNc1ncnc2c1cnn2-c1ccc(Cl)cc1
  4, 7
COc1ccc(C(=O)Nc2nc(-c3ccc([N+](=O)[O-])cc3)c(-c3ccccc3)s2)cc1
  x, -10
COc1ccc(-c2nn(-c3ccccc3)cc2C(=O)Nc2nc(CC(C)=O)ns2)cc1
  4, -5
COc1ccc(N(CC(=O)NCc2cccc(OC)c2)S(=O)(=O)c2c(C)noc2C)cc1
  -13, -12
Cc1cc(C)c(C(=O)COC(=O)[C@H](C)Nc2ccc(C(F)(F)F)cc2[N+](=O)[O-])c(C)c1
  x, 22
CCCCc1[nH]c(=O)c(C#N)c2c1CSC(C)(C)C2
  -4, 13
Cc1ccc(C(=O)n2nc(-c3ccco3)nc2N)cc1
  x, 29

Further compounds
molecule,RT RNaseH block,RmlC RmlD mix
Cc1oc(-c2ccccc2)cc1C(N)=O,-9,-5
Cc1n[nH]c(C)c1S(=O)(=O)NCCc1ccc(Cl)cc1,-21,12
CCOC(=O)CSc1nc(N)c(C(=O)Nc2ccc(N(C)C)cc2)s1,-6,-14
O=S(=O)(c1ccc(Cl)cc1)n1ccc(-c2cccc(OCc3c(F)cccc3Cl)c2)n1,x,7
CC(C)CC(NC(=O)c1ccccc1)C(=O)OCC(=O)Nc1ccc(Br)cn1 (stereo unspecified),x,10
Cc1cc(C)c(NC(=O)c2ccccc2CCc2ccccc2)c(C)c1,x,-16
COc1cc(OC)cc(C(=O)Nc2ccc(-c3nc4ccccc4o3)cc2)c1,-3,-13
Cc1ccc(-n2c3c(c(=O)[nH]c2=O)C(NS(=O)(=O)c2ccc(C)cc2)(C(F)(F)F)C(=O)N3)cc1 (stereo unspecified),x,u
CCOC(=O)Nc1ccc2c(c1)OCO2,x,1
Cc1cccc(C(=O)Nc2ccc(Cl)cc2C(=O)c2ccccc2)c1,x,6
Cc1nnc(NC(=O)CSc2nc(C3CCCCC3)nc3ccccc23)s1,x,-14
CCCOc1c(OC)cccc1C1CC(=O)Nc2cc3c(cc21)OCCO3 (stereo unspecified),-33,-15
CCCOc1ccc(OCCSc2ncccn2)cc1,-6,4
CC(NC(=O)c1ccco1)C(c1cccs1)N1CCOCC1 (stereo unspecified),-5,4
Cc1cc(SCC(=O)Nc2ccccc2C)nc(C)n1,x,-10
COC(=O)c1c(C)c(C)nc(N)c1C#N,x,16

Whole records from above. Screens in order: RT RNaseH block	RmlC RmlD mix
COc1nc(NCCN2CCOCC2)nc(Nc2ccccc2)n1 is listed as -9	9
COc1ccc(NC(=O)CSc2nnc(Cc3cccs3)n2-c2ccc(C)cc2)cc1 is listed as x	-11

Next section
molecule,RT RNaseH block,RmlC RmlD mix
CCCNC(=O)N1CCC(C(=O)c2ccc(F)cc2)CC1,x,-6
CCC(Oc1ccccc1)C(=O)Nc1ccc(S(=O)(=O)NCC2CCCO2)cc1 (stereo unspecified),-4,13
O=C1c2cnccc2CN1Cc1ccccc1,x,9
Cc1ccc(NC(=O)CSc2nnc(Cn3cnc4ccccc43)o2)c(C)c1,x,-16
Cc1sc2nc3n(c(=O)c2c1C)Cc1ccccc1-3,-25,x
NC(=O)C1(N2CCCCC2)CCN(C(=O)c2ccc(C#Cc3ccccc3)o2)CC1,-13,-18
COc1cccc(OCC(O)CN2CCOCC2)c1 (stereo unspecified),2,8
CCN(CC)C(=O)CN1C(=O)C2(NC(=O)c3ccccc3N2)c2ccccc21 (stereo unspecified),x,6
O=C(C1Cc2ccccc2O1)N1CCCCC1 (stereo unspecified),-8,6
CCOC(=O)CN(C)C(=O)C1CCCN1C(=O)OC(C)(C)C (stereo unspecified),x,-9
CCOc1ccc2oc(-c3ccccc3)c(C(=O)N3CCN(C)CC3)c2c1,-14,18
C=CCC1c2cccc(C(=O)O)c2C(=O)N1c1ccc(F)cc1 (stereo unspecified),-7,-8
COc1ccc(C(=O)CCC(=O)O)cc1,-4,-8
CCn1c(=O)cc(OCC(=O)NCCCN2CCC(C)CC2)c2ccccc21,-10,-8
CCSc1ccccc1C(=O)Nc1nncs1,56*,9
Cc1ccccc1OCC(O)Cn1c(NCc2ccco2)nc2c1c(=O)n(C)c(=O)n2C (stereo unspecified),1,-10

Fetched by structure from above, 3 records:
molecule,RT RNaseH block,RmlC RmlD mix
CCOC(=O)CN(C)C(=O)C1CCCN1C(=O)OC(C)(C)C (stereo unspecified),x,-9
C=CCC1c2cccc(C(=O)O)c2C(=O)N1c1ccc(F)cc1 (stereo unspecified),-7,-8
CCSc1ccccc1C(=O)Nc1nncs1,56*,9

Arranged by molar mass (falling): 3 of the compounds above.
molecule,RT RNaseH block,RmlC RmlD mix
Cc1ccccc1OCC(O)Cn1c(NCc2ccco2)nc2c1c(=O)n(C)c(=O)n2C (stereo unspecified),1,-10
CCn1c(=O)cc(OCC(=O)NCCCN2CCC(C)CC2)c2ccccc21,-10,-8
CCOC(=O)CN(C)C(=O)C1CCCN1C(=O)OC(C)(C)C (stereo unspecified),x,-9

Continuation:
molecule,RT RNaseH block,RmlC RmlD mix
c1ccc2c(CNC3CCCCC3)c[nH]c2c1,x,-7
CCOc1ccc(C2C(C#N)=C(C)NC3=C2C(=O)c2ccccc23)cc1 (stereo unspecified),x,-16
Cc1onc(-c2ccccc2)c1C(=O)NCCc1ccc(S(N)(=O)=O)cc1,x,35
CCCCN(CC)CCNc1c(NC2CCN(C(=O)OCC)CC2)c(=O)c1=O,-1,8
C=CCn1c(-c2cccn(Cc3ccc(Cl)cc3Cl)c2=O)n[nH]c1=S,x,-4
C=CCNC(=O)CSc1nc2cc(C(=O)OCC)ccc2n1CC,x,-6
Cc1ccc(-c2nc3c(cnn3-c3ccccc3)c(=O)o2)cc1,x,11
O=C/C(=C\Nc1ccccn1)c1nc2cc(Cl)ccc2o1,x,11
CCOc1ccc(S(=O)(=O)Nc2ccc(C(=O)N/N=C(\C)c3ccc(-n4ccnc4)cc3)cc2)cc1,x,11
Cc1ccc(N(C(=O)c2ccncc2)C2C=CS(=O)(=O)C2)cc1 (stereo unspecified),4,-9
CCC(C)N(C(=O)CSc1nc(-c2ccccc2)cs1)C1CCS(=O)(=O)C1 (stereo unspecified),x,-9
CCOC(=O)N1CCC(Nc2c(NCCCN(C)Cc3ccccc3)c(=O)c2=O)CC1,1,9
O=C(O)CC1Sc2nc3ccccc3n2C1=O (stereo unspecified),-8,x
Cc1ccc2nc(SCC(=O)c3ccc4c(c3)OCO4)[nH]c2c1,x,8
O=C(CN1CCOc2ccccc21)N1CCC(Cc2ccccc2)CC1,-47,5
CCCCCc1c(C)nc(Nc2ccccc2)[nH]c1=O,-2,-5
Cc1ccc(NC(=O)C2CC(=O)NC(N3CCc4ccccc43)=N2)cc1 (stereo unspecified),-2,3
CCOc1ccc(NC(=O)[C@@H](NC(=O)c2ccccc2)[C@@H](C)CC)cc1,x,-6
CCCCOc1ccccc1NC(=O)Cn1c(-c2nonc2N)nc2ccccc21,-10,5
COCCNC(=O)[C@H](C)[C@H]1C[C@]1(C)[C@H](NC(=O)OCc1ccccc1)c1ccccc1,x,-8

Assay outcomes (PubChem BioAssay)

A portion of the library (hit frequency here may not be typical).
